# Screens from PubChem.
# OX1R antagonist: OX1R (HCRTR1) antagonists, primary screen, fluorescence, CHO/OX1R cells, Fluo-8 calcium, orexin A. Orexin/Hypocretin receptor type 1 (Homo sapiens), O43613. Fluo-8 calcium fluorescence. inhibition, % at 5 µM. hit rate 0.43% among 330,000;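 active = inhibition above its plate's threshold, mean inhibition of all tested compounds on the plate plus 3 SD, cut at about 37% in these data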;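 also: 0% = orexin A challenge wells and 100% = SB-334867-A antagonist wells; not every result past the cut was called active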
# Target sequence (O43613 whole entry, looked up): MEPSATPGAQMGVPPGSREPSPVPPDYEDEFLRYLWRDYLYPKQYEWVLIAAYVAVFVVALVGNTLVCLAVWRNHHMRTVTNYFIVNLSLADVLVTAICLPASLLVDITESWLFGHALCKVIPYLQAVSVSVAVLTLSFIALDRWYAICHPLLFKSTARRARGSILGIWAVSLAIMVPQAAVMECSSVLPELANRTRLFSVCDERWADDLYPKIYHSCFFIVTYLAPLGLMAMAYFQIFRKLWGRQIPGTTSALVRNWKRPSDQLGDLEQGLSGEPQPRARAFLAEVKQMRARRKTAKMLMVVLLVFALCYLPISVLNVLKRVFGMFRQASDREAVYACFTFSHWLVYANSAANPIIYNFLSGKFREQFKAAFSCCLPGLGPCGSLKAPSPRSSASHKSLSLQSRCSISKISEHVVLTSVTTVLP
# CHT PAM: CHT positive allosteric modulators, primary screen, cell-based, membrane potential dye, choline EC20 | hit rate 0.49% among 310,000 | High affinity choline transporter 1 (Homo sapiens), Q9GZV3 | CHT-expressing cells; hits give high values; LV-AA mutant CHT in HEK293 cells | B-score at 10 µM;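 active = initial fluorescence not abnormally high and integrated response B-score, plate-corrected, over 3 SD above library mean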
# Target sequence (Q9GZV3 whole entry, looked up): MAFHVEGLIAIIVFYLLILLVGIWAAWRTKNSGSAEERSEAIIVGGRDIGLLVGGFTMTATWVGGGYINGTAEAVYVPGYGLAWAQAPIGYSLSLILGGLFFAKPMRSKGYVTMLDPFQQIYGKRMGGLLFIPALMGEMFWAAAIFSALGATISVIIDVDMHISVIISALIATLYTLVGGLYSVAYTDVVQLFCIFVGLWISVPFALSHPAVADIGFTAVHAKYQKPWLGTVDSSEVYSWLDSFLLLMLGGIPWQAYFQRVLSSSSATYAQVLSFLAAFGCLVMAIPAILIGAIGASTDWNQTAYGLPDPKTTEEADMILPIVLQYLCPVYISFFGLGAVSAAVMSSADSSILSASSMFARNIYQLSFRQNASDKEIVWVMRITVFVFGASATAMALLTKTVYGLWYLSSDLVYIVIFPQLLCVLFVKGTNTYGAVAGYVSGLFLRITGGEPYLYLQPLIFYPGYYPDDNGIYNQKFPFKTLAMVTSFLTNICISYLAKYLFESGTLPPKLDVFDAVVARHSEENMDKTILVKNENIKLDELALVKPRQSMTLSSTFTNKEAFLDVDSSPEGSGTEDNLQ
# * marks the source's active call; other numbers are inactive results; i = inactive; nt = no result given.
# Each structure is followed by: OX1R antagonist | CHT PAM
- NC(=O)CSc1nnc(NC(=O)c2ccc(S(=O)(=O)N3CCCCC3)cc2)s1
  -8 | i
- CCCOc1ccc(/C=c2\sc3ncnn3c2=O)cc1
  -2 | i
- O=C(C1=C[C@H](C2CCCCC2)C[C@H](OCCCCO)O1)N1CCN(Cc2ccc3c(c2)OCO3)CC1
  -27 | i
- O=C(Cn1nc2sc3ccccc3n2c(=O)c1=O)c1ccc(Cl)cc1
  -11 | i
- Cc1c(NC(=O)CC2NC(=O)NC2=O)c(=O)n(-c2ccccc2)n1C (centres undefined)
  -20 | i
- Cc1ccc(-n2nnnc2-c2cnc(N3CCCC3)nc2C(F)(F)F)cc1
  -5 | i
- C[C@H](CO)N1C[C@H](C)[C@H](CN(C)S(=O)(=O)c2ccccc2)Oc2ccc(NC(=O)NC3CCCCC3)cc2CC1=O
  -19 | nt
- O=C(c1cc2cc(Br)ccc2o1)N1CCCC1
  -28 | i
- Cc1ccccc1OC(=O)Cn1c(C(F)(F)F)nc2ccccc21
  5 | i
- S=C1NCN(Cc2cccnc2)CN1c1cccc2ccccc12
  -2 | i
- CN(C)c1ccc(C2Nc3ccccc3C(=O)N2NS(=O)(=O)c2ccccc2)cc1 (centres undefined)
  8 | i
- O=C(c1ccco1)N1CCN(C(c2ccccc2)c2nnnn2C2CCCC2)CC1 (centres undefined)
  -17 | i
- CCOC(=O)C(Cc1ccccc1)NC(=O)CCc1c(C)nc2ncnn2c1C (centres undefined)
  -12 | i
- COc1ccccc1C(=O)N/C(=C/c1ccc(Br)cc1)C(=O)NCC(=O)O
  -15 | i
- COC(=O)C1=C(C)N(CCCC(=O)O)C(=O)NC1c1cccs1 (centres undefined)
  8 | i
- Cc1ccc(NC(=O)CN(C)C(=O)c2cc3ccccc3o2)cc1
  -4 | i
- CSc1nnc(C)c(=O)n1COC(=O)COc1ccc(Cl)cc1Cl
  -11 | i
- O=C(NC1CCCC1)C(c1ccncc1)N(C(=O)Cc1cccs1)c1ccccc1 (centres undefined)
  -28 | i
- CN(C)CCCOC(=O)Cc1ccc(Cl)cc1
  -5 | i
- O=C(O)c1cc(S(=O)(=O)N(Cc2ccccc2)c2cccc(C(F)(F)F)c2)ccc1Cl
  1 | i
- COc1ccc(CC(=O)Nc2nc(-c3ccc(OC)c(OC)c3)cs2)cc1OC
  1 | i
- COc1ccc(-n2c(C)n[nH]c2=O)cc1OC
  10 | i
- Nc1nnnn1NCc1cccc(OCc2ccccc2)c1
  -2 | i
- Cc1cccc(NC(=O)COC(=O)c2ccc([N+](=O)[O-])o2)c1C
  -17 | i
- CC(=O)n1nc(-c2ccccc2)nc1NCc1ccc(N(C)C)cc1
  -23 | i
- CCCCC(O)(CCCC)C(=O)N/N=C(\C)c1ccc(Cl)cc1
  -5 | i
- N#C/C(=C\c1cn(Cc2ccc(F)cc2)c2ccccc12)C(=O)NCc1ccco1
  -4 | i
- COc1ccccc1CNC(=O)CSc1nc(N)c(C#N)c(-c2cccs2)c1C#N
  -10 | i
- C/C(=N\NC(=O)COc1ccc([N+](=O)[O-])cc1)C(C)(C)C
  -4 | i
- CCCC(=O)NC(Nc1c(C)n(C)n(-c2ccccc2)c1=O)C(Cl)(Cl)Cl (centres undefined)
  -6 | i
- O=C(Nc1nnc(-c2cccs2)o1)c1cc(-c2ccccc2)nc2ccccc12
  -5 | i
- Cc1cc(C)c(OCC(=O)N(Cc2ccc(N(C)C)cc2)C2CCS(=O)(=O)C2)c(C)c1 (centres undefined)
  -38 | i
- O=C(CSc1nc(C2CCCCC2)nc2ccccc12)NCc1ccc2c(c1)OCO2
  -29 | i
- CC1Cc2nc(SCC(=O)N3CCc4ccccc43)n(C)c(=O)c2S1 (centres undefined)
  -36 | i
- O=C(c1cc(COc2ccc(F)cc2F)on1)N1CCN(C(=O)c2ccco2)CC1
  -24 | i
- CCc1cccc2c(SCC(=O)NCC3CCCO3)nc(-c3ccc(F)cc3)nc12 (centres undefined)
  -7 | i
- CC(=O)c1cc(C#N)c(SCc2ccccn2)nc1C
  -8 | i
- O=C(Nc1cnc2ccccc2c1)c1cccnc1
  -13 | i
- C=CCn1c(SCC(=O)NC(=O)NC)nnc1C1CCCCC1
  -8 | i
- COc1ccc(NC(=O)Nc2ccc3c(c2)C(=O)N([C@@H](C)CO)C[C@@H](C)[C@@H](CN(C)S(=O)(=O)c2cccs2)O3)cc1
  -6 | nt

# Reprinted at random: six entries already listed, in no set order.
# Each structure is followed by: OX1R antagonist | CHT PAM
- O=C(Nc1nnc(-c2cccs2)o1)c1cc(-c2ccccc2)nc2ccccc12
  -5 | i
- O=C(c1cc(COc2ccc(F)cc2F)on1)N1CCN(C(=O)c2ccco2)CC1
  -24 | i
- CC1Cc2nc(SCC(=O)N3CCc4ccccc43)n(C)c(=O)c2S1 (centres undefined)
  -36 | i
- O=C(Nc1cnc2ccccc2c1)c1cccnc1
  -13 | i
- COc1ccc(NC(=O)Nc2ccc3c(c2)C(=O)N([C@@H](C)CO)C[C@@H](C)[C@@H](CN(C)S(=O)(=O)c2cccs2)O3)cc1
  -6 | nt
- CC(=O)c1cc(C#N)c(SCc2ccccn2)nc1C
  -8 | i

# (listing goes on)
# Each structure is followed by: OX1R antagonist | CHT PAM
- CC(C(=O)O/N=C(\N)c1ccccn1)c1ccc([N+](=O)[O-])cc1 (centres undefined)
  -27 | i
- O=C(Cc1ccc(F)cc1)Oc1ccc(C(=S)N2CCCC2)cc1
  -13 | i
- CCC(=O)Nc1cc(C(=O)OCC(=O)c2ccc(Cl)cc2Cl)ccc1C
  -7 | i
- CC(C)CC(NC(=O)C1CCC(C)CC1)C(=O)Nc1ccccn1 (centres undefined)
  -26 | i
- Cc1ccc(NS(=O)(=O)c2ccc(CCC(=O)NC3CC3)cc2)cc1
  -7 | i
- COc1cc(/C=C2\N=C(c3ccccc3)OC2=O)ccc1OCc1c(C)no[n+]1[O-]
  -12 | i
- COc1ccc(CCN(C)Cc2nc(-c3cnccn3)no2)cc1OC
  -17 | i
- O=C(Nc1nnc(SCC(=O)N2CCCc3ccccc32)s1)c1ccccc1
  -13 | i
- O=C(NC1C2CC3CC(C2)CC1C3)c1ccc(N2CCNCC2)c([N+](=O)[O-])c1 (centres undefined)
  -8 | i
- COc1ccc(S(=O)(=O)N2CCN(C(=O)C3CC3)CC2)cc1
  5 | i
- O=C(CCCn1c(=O)[nH]c2cc(Cl)ccc2c1=O)NC1CCCCCC1
  -25 | i
- CC(C)Cn1c(CN(Cc2ccccc2)Cc2ccccc2)nc2c1c(=O)n(C)c(=O)n2C
  -52 | i
- COc1ccc(C(=O)COC(=O)c2ccc(NC(C)=O)cc2)cc1[N+](=O)[O-]
  -2 | i
- CC(=O)Nc1ccc(NS(=O)(=O)c2ccc(-c3csc(C)n3)s2)cc1
  -11 | i
- c1ccc(Cn2cc(CSc3ccccc3)nn2)cc1
  -16 | i
- Cc1cccc(-c2nsc(SCC(=O)NCC3CCCO3)n2)c1 (centres undefined)
  -20 | i
- COc1cccc2c1OC[C@@H](CO)[C@H]2N(C)C(=O)Nc1ccc(Cl)cc1
  -13 | i
- Cc1sc2ncnc(N3CCC(C(=O)Nc4ccc(Cl)c(Cl)c4)CC3)c2c1C
  5 | nt
- O=C(CN1C(=O)/C(=C/c2ccccc2)Sc2ccccc21)NCCCN1CCOCC1
  -1 | i
- Cc1ccc(NC(=O)C2C3CCC(O3)C2C(=O)O)c(Br)c1 (centres undefined)
  -11 | i
- COc1cccc(-c2cc(C(=O)N3CCN(c4ccc(F)cc4)CC3)no2)c1
  -16 | i
- O=C(c1ccco1)N1CCN(C(=S)Nc2ccc(F)c(Cl)c2)CC1
  -5 | i
- O=C(Oc1coc(CSc2ncccn2)cc1=O)c1ccc(Br)o1
  -2 | i
- COc1c(C)cc(S(=O)(=O)N2CCCC2)c(C)c1C
  -7 | i
- Cn1cc([N+](=O)[O-])c(C(=O)Nc2sc3c(c2C#N)CCC3)n1
  -7 | i
- Cc1cc(SCC(=O)Nc2ccc3[nH]c(=O)[nH]c3c2)nc2ccccc12
  13 | nt
- Cc1ccc(CNC(C)(C)CO)cc1
  3 | i
- CCCCNC(=O)C1CCN(S(=O)(=O)N2CCCCCC2)CC1
  -5 | i
- COc1ccc(-c2c(C(C)=O)c(C)nc3sc4c(=N)n(N)cnc4c23)cc1
  2 | 6.7*
- O=C(c1cnn(C(=O)c2cccc(S(=O)(=O)N3CCOCC3)c2)c1)c1ccccc1O
  -13 | i
- Cc1cc(NC(=O)c2cc(C(C)C)on2)nn1Cc1ccc(Cl)cc1
  -18 | i
- O=C(N/N=C/c1cccc2ccccc12)c1cccc(F)c1
  -6 | i
- NC(=O)C1CCN(C2CC(=O)N(Cc3cccs3)C2=O)CC1 (centres undefined)
  -6 | i
- CCN1CCN(C(c2cccs2)C(C)NC(=O)C(C)C)CC1 (centres undefined)
  -24 | i
- CCOC(=O)c1c(NC(=O)COC(=O)c2c(C)noc2C)sc2c1CCC2
  -22 | i
- COc1ccc(S(=O)(=O)NCc2ccc(F)cc2)cc1OC
  -12 | i
- NN(CCO)C(=S)Nc1ccc(Cl)cc1
  -12 | i
- Cn1ncc2c(Nc3cccc([N+](=O)[O-])c3)ncnc21
  8 | i
- CC(C)c1nc2c(s1)CCc1onc(-c3ccc(Cl)cc3)c1-2
  -9 | i
- CCOC(=O)c1c(C)[nH]c(C(=O)CN2C(=O)NC3(CCCC3)C2=O)c1C
  -20 | i

# Further compounds.
canonical_smiles	OX1R antagonist	CHT PAM
COc1ccc(N=C2NN=C(c3c(C)[nH]c4ccccc34)CS2)cc1	-3	i
O=C(CCC1CCCC1)NNC(=O)c1cccc(Cl)c1	-40	i
Cc1nnc(N2C(=O)C(O)=C(C(=O)c3ccco3)C2c2cccc3ccccc23)s1 (centres undefined)	-4	i
O=C(O)c1ccccc1SSc1ccccc1C(=O)O	-4	i
O=C(CSc1nc2ccccc2c(=O)n1-c1ccccc1)NC(=O)CN1CCCC1=O	-5	i
CCCCN(CCCC)Cc1ccc(C(=O)NNC(=O)Nc2ccccc2)o1	-19	i
O=C(Cc1c[nH]c2ccccc12)N[C@@H](Cc1c[nH]c2ccccc12)C(=O)O	-5	i
CCOC(=O)c1ccc(-n2c(CCC(=O)O)ccc2-c2cccs2)cc1	-40	i
COc1ccc(Cn2c(-c3ccc(C)cc3)nc3c(c(=O)c4ccccc4n3C)c2=O)cc1	-27	i
Cc1nc(S/C(=C/c2ccc(-c3ccc(C(=O)O)cc3)o2)C(=O)O)n[nH]1	-6	i
Cc1cccc(NC(=S)NCC(c2cccnc2)N(C)C)c1 (centres undefined)	6	i
Cc1ccc(S(=O)(=O)CCC(=O)Nc2nc(-c3ccncc3)cs2)cc1	-18	i
O=C(COC(=O)/C=C/c1ccccc1)NCc1ccccc1Cl	-15	i
Cc1c(Cl)c(C(F)(F)F)nn1CC(=O)NCc1ccccc1	-9	i
COc1nc(-c2ccccc2)ccc1-c1noc(-c2cccnc2)n1	-35	i
Cn1c(NCc2ccco2)nc2c1c(=O)n(Cc1ccc(Cl)cc1)c(=O)n2C	-21	i
CCOc1c(CNc2nnnn2C)cccc1OC	-26	i
CN(C)c1ccc(C(CNS(=O)(=O)c2ccc3ccccc3c2)N2CCOCC2)cc1 (centres undefined)	-29	i
CN1CCC(OC(=O)c2cccc(Br)c2)CC1	-6	i
Fc1ccc(-c2csc3ncnc(N4CCN(c5ccccc5)CC4)c23)cc1	-20	i
CCCCC(CC)CNC(=O)C(=O)C1C(=O)Nc2ccccc21 (centres undefined)	-4	i
COc1ccc(N2CCN(C(=O)Cc3ccc(-n4c(=O)[nH]c5ccccc5c4=O)cc3)CC2)cc1	-24	i
O=C(N/N=C/c1c(O)n(-c2ccccc2Cl)c(=O)c2ccccc12)C1COc2ccccc2O1 (centres undefined)	-1	i
CCn1nnc(NC(=O)COc2ccc([N+](=O)[O-])cc2)n1	1	i
CCN(CC)S(=O)(=O)c1cccc(NC(=O)c2ccc(-n3nc(C)cc3C)cc2)c1	-21	i
Cc1cccnc1CN1CCN(C(=O)c2cc(COc3ccc4ncccc4c3)on2)CC1	49*	i
CCc1ccc(S(=O)(=O)Nc2nccs2)cc1	0	i
O=C(NCCCn1ccnc1)/C(=C/c1ccccc1)NC(=O)c1ccccc1	-2	i
COc1ccc(Cl)cc1S(=O)(=O)n1ccnc1	3	i
CC1=CC2=NC(=O)CC(C)(C(=O)N(CC(=O)NC(C)(C)C)C3CCCC3)N2C=C1 (centres undefined)	-17	i
CCOc1ccc(-c2nnn(CC(=O)Nc3cc(OC)cc(OC)c3)n2)cc1OCC	-6	i
CCOc1ccc(S(=O)(=O)N2CN(c3cccc(C(C)=O)c3)c3nc4ccccc4nc32)cc1	4	nt
N#Cc1cccc(CN2C=NS(=O)(=O)c3ccccc32)c1	-13	i
Cc1cccc(C)c1NC(=O)COC(=O)c1ccc([N+](=O)[O-])o1	5	i
COC(=O)c1sccc1-c1ccc(C(=O)Nc2ccccc2)o1	-2	i
O=C(CC1C(=O)NCCN1Cc1c(F)cccc1Cl)NCCCN1CCCC1=O (centres undefined)	-13	i
COc1ccc(S(=O)(=O)NC(C)C)cc1-n1cnnn1	8	i
O=C(O)CCc1ccc(-c2cccs2)n1CCC(=O)O	-17	i
CC(C(=O)O)n1ncc2ccccc2c1=O (centres undefined)	4	i

# Another view of part of the listing above:
CCOc1ccc(S(=O)(=O)N2CN(c3cccc(C(C)=O)c3)c3nc4ccccc4nc32)cc1
  OX1R antagonist = 4	CHT PAM = nt

Cc1cccc(C)c1NC(=O)COC(=O)c1ccc([N+](=O)[O-])o1
  OX1R antagonist = 5	CHT PAM = i

COc1ccc(S(=O)(=O)NC(C)C)cc1-n1cnnn1
  OX1R antagonist = 8	CHT PAM = i
